PI4K2A block: blocks human PI4K2A kinase activity. 420,000 compounds, 0.13% hits. purified PI4K2A, ADP-Glo luminescence, 1 h; hits give low values. activity change, negative = inhibition, % at 76.9 µM. AID 1346378; in the data active means activity change below about -50%; inconclusive means mostly about -30% to -49%;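 further: -100% = wells without enzyme as full effect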
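Compounds are screened against recombinant PI4K2A using PI as substrate and ATP, the latter dispensed at 300 microM. Reactions run one hour at ambient temperature before ADP-Glo detection; full inhibition defined by wells lacking enzyme.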
GLS inh: glutaminase GLS (human) inhibition; O94925; GLS enzymatic activity, qHTS titration; Potency, µM (top dose mostly 45.5 µM), for the others: top-dose activity change, negative = inhibition, most hits filed as inhibitors; 410,000 compounds, 0.21% hits; AID 624170; further: potency means the concentration at half of the fitted maximal effect; on the % scale 0 is the no-effect control and ±100 the full control effect
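Glutamate formation by hKGA was monitored fluorometrically using coupled glutamate oxidase, HRP and Amplex Red. Substrate was added as 1 mM L-glutamine solution; incubation was 30 min at RT after an initial read.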
PGK inhibitor: blocks T. brucei phosphoglycerate kinase; P07378; PGK/GAPDH coupled, Kinase-Glo luminescence, 60 min; Potency, µM (series often up to 57.5 µM), for the others: at the top dose activity change, negative = inhibition, most hits filed as inhibitors; 380,000 compounds, 0.043% hits; further: potency means the concentration at half of the fitted maximal effect; on the % scale 0 is the no-effect control and ±100 the full control effect; nearly all actives have a fitted effect of over 60% in size
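Luminescent ATP detection (Kinase-Glo Plus) follows a 60-minute room-temperature incubation, with wells lacking PGK as controls. Buffer: 100 mM TEA (pH 7.6), 5 mM MgCl2, 0.01% Tween-20. Coupling enzyme GAPDH (100 nM final) supplies unstable 1,3-BPG in-well.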
ERG-DNA inh: inhibitors of human ERG Ets domain-DNA interaction; fluorescence polarization, His-ERG Ets domain / labelled DNA; Potency, µM (titrated, usually from 76.9 µM), for the others: at the highest dose FP activity, negative = inhibition, most hits filed as inhibitors; 370,000 compounds, 0.028% hits; AID 624246; active means well fitted inhibition curve with a large enough effect in the polarisation, with a control signal flat; inconclusive means small, poorly fitted or top-dose-only effect, or effect the other way, or a change in a side signal; inactive means no such curve, though single readings can be large or run the other way; the % refers to the polarisation;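 further: polarization taken with two DNA probes labelled with fluorescein and Texas red; potency means the concentration at half of the fitted maximal effect; % of control where 0% means no effect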
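His-tagged ERG Ets domain (1 uM in the protein solution; 300mM KCl, 50mM Tris-HCl, 1mM EDTA, 1mM DTT, pH 7.5) received compound, then a probe mix of 5 nM fluorescein-DNA and 100nM Texas-615-DNA. Fluorescence polarization was read for both dyes.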
G9a block: blocks human histone lysine methyltransferase G9a | Q96KQ7 | G9a H3K9 monomethylation, AlphaScreen, 2 h | Potency, µM (highest dose often 102 µM), without a hit: at the highest dose activity, negative = inhibition, hits mostly inhibitors | 350,000 compounds, 8.8% hits; further: potency means the concentration at half of the fitted maximal effect; on the % scale 0 is the no-effect control and ±100 the full control effect; nearly all actives have a fitted effect of over 75% in size
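Using a bead-based AlphaScreen, monomethylated H3K9 product from 2 h room-temperature reactions (G9a 20 nM, peptide 500 nM, SAM 20 uM) was detected with 0.5 ug/mL rabbit anti-H3K9me1 antibody.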
Pin1 inh: inhibitors of human Pin1 | Pin1 FP peptide displacement, HiFluor488, 10 min | Q13526 | Potency, µM (top dose mostly 115 µM), for the others: top-dose activity, negative = inhibition, hits mostly inhibitors | 390,000 compounds, 0.009% hits; active means well fitted inhibition curve with a large enough effect in the polarisation, with a control signal flat, not every such curve was filed as active; inconclusive means small, poorly fitted or top-dose-only effect, or effect the other way, or a change in a side signal; inactive means no such curve, though single readings can be large or run the other way; the % refers to the polarisation; further: potency means the concentration at half of the fitted maximal effect; on the % scale 0 is the no-effect control and ±100 the full control effect
HP1b chromo inh: inhibitors of HP1-beta chromodomain binding to methylated histone tails | AlphaScreen HP1-beta / biotin-H3K9me3 peptide binding | Potency, µM (series often up to 114 µM), without a hit: at the top dose activity change, negative = inhibition, usual class: inhibitors | 390,000 compounds, 0.56% hits; further: potency means the concentration at half of the fitted maximal effect; nearly all actives have a fitted effect of over 70% in size; inactives centre near 23
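Compound inhibition of the preformed complex between 50 nM HP1-beta and 50 nM biotinylated H3K9me3 peptide was read by AlphaScreen. Buffer was PBS pH 7.4 with 0.01% Tween-20. Incubations ran 30 min at room temperature, with 10 ug/mL donor/acceptor beads.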
BAZ2B inh: blocks human BAZ2B; Q9UIF8; AlphaScreen BAZ2B-H3K14Ac peptide displacement; Potency, µM (doses to about 114 µM), for the others: top-dose activity change, negative = inhibition, hits mostly inhibitors; 360,000 compounds, 4.4% hits; further: potency means the concentration at half of the fitted maximal effect; on the % scale 0 is the no-effect control and ±100 the full control effect; nearly all actives have a fitted effect of over 60% in size
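BAZ2B (50 nM) with biotin-H3(5-23)K14Ac peptide (50 nM) in PBS pH 7.4, 0.01% Tween-20, preformed 30 min, then compound 30 min at room temperature; top concentration 110uM. AlphaScreen streptavidin donor/nickel chelate acceptor beads (10 ug/mL final), 20 min dark, signal read.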
JMJD2A Tudor inh: blocks the human JMJD2A Tudor domain | O75164 | AlphaScreen JMJD2A-Tudor / H3K4me3 peptide binding | Potency, µM (highest dose often 114 µM), for inactives: at the top dose activity change, negative = inhibition, usual class: inhibitors | 390,000 compounds, 4.4% hits | AID 504339; further: potency means the concentration at half of the fitted maximal effect; on the % scale 0 is the no-effect control and ±100 the full control effect; nearly all actives have a fitted effect of over 50% in size
Target sequence (O75164 whole entry, looked up, the tested form may be a part): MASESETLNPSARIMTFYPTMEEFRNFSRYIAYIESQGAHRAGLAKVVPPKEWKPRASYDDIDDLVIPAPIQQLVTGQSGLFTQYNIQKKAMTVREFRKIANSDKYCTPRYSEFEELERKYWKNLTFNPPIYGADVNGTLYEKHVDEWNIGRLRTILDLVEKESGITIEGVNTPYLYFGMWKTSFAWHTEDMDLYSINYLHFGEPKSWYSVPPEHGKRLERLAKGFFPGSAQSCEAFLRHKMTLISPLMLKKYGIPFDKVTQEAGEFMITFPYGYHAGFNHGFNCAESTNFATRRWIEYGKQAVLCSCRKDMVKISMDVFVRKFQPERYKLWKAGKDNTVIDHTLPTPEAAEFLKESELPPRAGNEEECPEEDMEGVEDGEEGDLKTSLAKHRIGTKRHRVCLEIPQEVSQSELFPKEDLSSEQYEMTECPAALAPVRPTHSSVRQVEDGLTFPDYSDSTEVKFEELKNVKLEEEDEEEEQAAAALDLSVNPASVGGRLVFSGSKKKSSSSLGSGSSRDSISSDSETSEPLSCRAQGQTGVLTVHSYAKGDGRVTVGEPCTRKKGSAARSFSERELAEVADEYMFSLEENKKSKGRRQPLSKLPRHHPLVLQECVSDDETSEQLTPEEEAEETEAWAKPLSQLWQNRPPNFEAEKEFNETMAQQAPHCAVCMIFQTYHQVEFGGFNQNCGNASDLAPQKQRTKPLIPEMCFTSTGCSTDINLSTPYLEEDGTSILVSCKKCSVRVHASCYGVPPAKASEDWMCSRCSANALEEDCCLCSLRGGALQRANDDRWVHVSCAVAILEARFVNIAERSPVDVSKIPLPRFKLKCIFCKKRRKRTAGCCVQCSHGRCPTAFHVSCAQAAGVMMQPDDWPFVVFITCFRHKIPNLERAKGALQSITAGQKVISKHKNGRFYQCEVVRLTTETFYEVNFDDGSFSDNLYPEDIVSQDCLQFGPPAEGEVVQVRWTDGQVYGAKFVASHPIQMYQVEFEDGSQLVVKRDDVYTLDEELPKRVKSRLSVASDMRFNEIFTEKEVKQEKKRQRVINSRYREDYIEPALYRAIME
* marks the source's active call; other numbers are inactive results; i = inactive; ? = inconclusive; / = no result given; & = joins results of further samples; [ ] = remark or other dose. Unless noted, the call rests on the fitted dose curve; in most records, active means well fitted curve in the direction sought with a large enough effect; inconclusive means small, poorly fitted or top-dose-only effect, or another doubt; inactive means no such curve, though single readings can be large; an effect the other way counts as inactive or inconclusive. Not a hit list; about 11% have a hit in one of these screens.

SMILES	PI4K2A block	GLS inh	PGK inhibitor	ERG-DNA inh	G9a block	Pin1 inh	HP1b chromo inh	BAZ2B inh	JMJD2A Tudor inh
CN(C)S(=O)(=O)c1ccc(Cl)c(NC(=O)c2ccncc2)c1	2	-13%	0%	6%	11%[59 µM]	-2%	23%	-1%	-6%
C=CCSc1nc2sc3c(c2c(=O)n1CC)CCC3	-2	-1%	-5%	-1%	83%[activator]	-5%	81%[activator]	-30%	33%
COc1cc(NC(=S)N2CCC(C(O)(c3ccccc3)c3ccccc3)CC2)cc(OC)c1	0	-3%	-12%	-11%	?	1%	10%	?	?
O=C(c1ccc(C(F)(F)F)cc1)N1CCC(=O)N(C(COCc2ccccc2)Cc2ccccc2)CC1 (stereo unspecified)	-2	0%	-1%	1%	56µM*	-4%	50%[activator]	-39%	-15%
Cn1c(-c2cccc3ccccc23)n[nH]c1=S	-1	1%	-8%	4%	5µM*	1%	20%	-5%	20µM*
Cc1ccc(NC(=O)CSc2nncs2)cc1Cl	4	1%	-6%	40%[activator]	?	1%	29%	2%	-11%
Cc1ccc(C)c(C(C)NC(=O)C2CCCC2)c1 (stereo unspecified)	0	5%	-6%	6%	38%	2%	28%	-14%	-5%
CCOc1ccc(NC(=O)Cn2cc(C(=O)c3ccc(C)cc3)c(=O)c3cc4c(cc32)OCO4)cc1	2	-1%	-9%	0%	-5%[59 µM]	22%	27%	-12%	-22%
COC(=O)C1=C(c2ccccc2)c2ccccc2S(=O)(=O)N1CC(=O)Nc1cc(C)ccc1C	4	-8%	1%	0%	-9%[59 µM]	29%	30%	1%	9%
COc1ccc(C(=O)N2CCCc3ccccc32)cc1OC	1	-15%	i	-1%	6%[2.33 µM]	-2%	33%	-5%	-3%
O=C(CSCc1cccc(Br)c1)N/N=C/c1ccc2c(c1)OCO2	6	11%	2%	-1%	28%[0.0925 µM]	2%	17%	?	-29%
CCC(=O)N1CCc2cc(Br)cc(S(=O)(=O)N3CCC(C(=O)NC(C)(C)C)CC3)c21	-2&-2	1%&1%	3%&4%	-7%&8%	-10%	5%&6%	-11%&31%	-1%&2%	-7%&-1%
C/C(=N\OCC(=O)N/N=C/c1ccccc1)c1cccs1	-4	0%	/	/	19%	5%	5%	3%	-9%
Cn1ccc(NC(=O)Nc2ccc(Cl)cc2Cl)n1	0	2%	0%	2%	4%[59 µM]	0%	24%	-3%	0%
O=C(CN(C(=O)CNS(=O)(=O)c1ccccc1)c1ccc(F)cc1)NCc1ccco1	2	1%	i	-6%	16%	0%	-7%	-1%	-20%
Cc1nc(NC(=O)COC(=O)CCS(=O)(=O)c2ccccc2Cl)c(Cl)cc1Cl	3	1%	-2%	-3%	-8%[59 µM]	-6%	29%	-1%	-8%
Cc1cc(C)nc(N2N=C(C(C)(C)C)CC2=O)n1	5	7%	-5%	-8%	3.5µM*	3%	32%	-38%	?
CCOc1ccc(-n2c(-c3ccc(Br)cc3)c[n+]3c2CCCCC3)cc1	-1	3%	-7%	-4%	1.1µM*	44%[activator]	7%	/	-14%
NC(=O)c1nsc(C(=O)N(Cc2ccc(F)cc2)C(C(=O)NC2CCCC2)c2ccco2)c1N (stereo unspecified)	-19	12%	3%	-4%	?	6%	39%[activator]	-21%	-12%
C=CCNC(C(=O)Nc1cccc(OC)c1)c1ccccc1 (stereo unspecified)	4	-2%	-3%	-12%	0%	3%	8%	-2%	-7%
Nc1ccccc1-c1nc2ccccc2[nH]1	-9	2%	-3%	10%	?	-5%	38%	-1%	-9%
Cc1ccc(S(=O)(=O)NC(=O)CSc2nc3ccccc3s2)cc1	-6	11%	-4%	-5%	50µM*	2%	25%	-1%	-17%
CN(CC(=O)Nc1ccc(Cl)cc1)C(=O)CCc1ccccc1	2	-11%	-6%	-3%	8%	-10%	-3%	-2%	-8%
COC(=O)c1ccc(COC(=O)C(NC(=O)Cc2ccccc2)C(C)C)cc1 (stereo unspecified)	0	-5%	-1%	-14%	-40%	1%	37%	-3%	3%
CC(C)(C)OC(=O)N1CCC(c2c(C(=O)N3CCCCC3)cnn2-c2ccccc2Cl)CC1	1	-1%	0%	0%	-27%[59 µM]	-4%	28%	11%[57.1 µM]	-7%
Cc1ccc(Sc2ccc(N3CCC(C(=O)Nc4ccc(Cl)cc4)CC3)nn2)cc1	-4	5%	-3%	3%	6%[59 µM]	?	35%	2%	1%
O=C(N/N=C/c1ccncc1)c1cccc(NC(=O)c2ccc(Cl)cc2)c1	6	1%	-4%	20%	16µM*	?	?	-4%	-29%
COc1ccc(CNC(=O)C2(CC(=O)NC(C)(C)C)CCCC2)cc1	7	-1%	-10%	-5%	6%	5%	35%	7%	14%
Nc1ccccc1C(O)(Cc1ccccc1)c1ccccc1 (stereo unspecified)	-3	0%	-6%	-23%	?	7%	5%	-30%	-25%
CCSc1nnc2c(n1)OC(c1ccc(OCC(=O)O)cc1)Nc1ccccc1-2 (stereo unspecified)	-1	13%	-2%	0%	-46%[59 µM]	-1%	69%[activator]	30%[activator]	-30%
NC(=O)c1ccc(OCC(=O)N2CCNC2=O)cc1	12	-4%	10%	-1%	/	3%	20%	/	-9%
Cc1cc(=O)oc2cc(OC(C)C(=O)N3CCCc4ccccc43)ccc12 (stereo unspecified)	13	7%	-2%	-2%	-34%[12.7 µM]	9%	20%	13%	-3%
O=C(CSc1nnc(-c2ccc([N+](=O)[O-])cc2)o1)Nc1ccccc1	0	5%	/	2%	-1%[59 µM]	-7%	37%[activator]	?	-15%
Cc1cc2c(cc1S(N)(=O)=O)S(=O)(=O)CCC2	-2&2	1%	-3%	-10%	10%[59 µM]	3%	42%[activator]	8%	-7%
COc1ccc(-c2c(C(C)=O)c(C)nc3sc4c(=O)[nH]nnc4c23)cc1	2	16%	1%	0%	13%[59 µM]	-1%	13%	0%	-28%
CCOC(=O)Cc1c(C)nc2c(-c3ccc(Cl)cc3)c[nH]n2c1=O	1	25%	-7%	15%	-42%[12.7 µM]	10%	30%	11%	-17%
CCCOc1cccc(C2c3c(oc4cc(C)c(C)cc4c3=O)C(=O)N2CCCN2CCOCC2)c1 (stereo unspecified)	16	-7%	i	-6%	-21%[59 µM]	2%	11%	-25%	-28%
Cc1c(Cl)ccc2c1NC(=O)[C@]21N[C@@H](CCC(N)=O)[C@H]2C(=O)N(c3ccc(F)cc3)C(=O)[C@H]21	7	15%	0%	9%	14µM*	-2%	47%[activator]	3%	-8%
Clc1ncccc1-c1nc2ccccc2n1Cc1ccccc1	4	0%	-3%	-17%	43%	8%	28%	-3%[57.1 µM]	0%
CS(=O)(=O)N(Cc1ccc(Cl)cc1)c1ccc(C(=O)NCCSCc2ccco2)cc1	-7	/	5%	-1%	-6%	6%	23%	-4%	5%
O=C(O)C(c1ccccc1)N1CCCC1 (stereo unspecified)	-2	4%	-3%	1%	?	-3%	17%	0%	-33%
O=c1c(-c2cccc(Cl)c2)c[nH]n1-c1ccccc1	-3	?	-2%	2%	3%[2.33 µM]	-7%	-7%	?	-28%
COc1ccc(CN2CCOCCOCCOCCOCC2)cc1	0	2%	-1%	3%	22%[59 µM]	-6%	13%	1%	-16%
CC(=O)C[C@H]1c2ccccc2S(=O)(=O)N1c1ccccc1	0	-1%	-2%	2%	/	-10%	10%	/	-28%
FC(F)(F)c1cc(-c2ccco2)nc(N2CCN(c3ccccc3)CC2)n1	-2	11%	8%	-4%	13%[12.7 µM]	1%	42%	3%	3%
COc1ccc(N(CC(=O)N2CCOCC2)S(=O)(=O)c2ccccc2)cc1Cl	2	2%	i	-5%	3%	1%	2%	-17%	-26%
Cc1csc(NC(=O)CSc2nc3sc(C)c(C)c3c(=O)[nH]2)n1	-14	-2%	-7%	-1%	?	68%[activator]	?	?	0%[57.1 µM]
Cc1ccc(N(CCC#N)C(=O)COC(=O)c2ccccc2SCC(=O)N2CCCC2)cc1	-2	-5%	i	-3%	-47%[59 µM]	-3%	22%	-18%	-4%
CC(=O)c1c(C)[nH]c(C(=O)Nc2ccc(Cl)c(S(=O)(=O)N3CCOCC3)c2)c1C	-2	3%	-7%	10%	-9%	4%	1%	?	-17%[57.1 µM]
CCOc1ccc(CN(C)C(=O)CCc2ccc(S(=O)(=O)N3CCCCCC3)cc2)cc1	0	3%	-3%	-7%	16%[12.7 µM]	?	25%	6%	-2%
CCOc1ccc2[nH]c(=O)c(CN(CCc3ccccc3)C(=O)N3CCOCC3)cc2c1	2	-5%	i	-6%	5%[59 µM]	1%	32%	1%	-8%
O=C(NNc1ccc([N+](=O)[O-])cc1)C1CC2CCCC(C1)C2=O (stereo unspecified)	-2	19%	i	-4%	-12%[0.0925 µM]	-4%	8%	?	-23%

Some of the entries above in a different format:
smiles: Cn1ccc(NC(=O)Nc2ccc(Cl)cc2Cl)n1
- PI4K2A block: 0
- GLS inh: 2%
- PGK inhibitor: 0%
- ERG-DNA inh: 2%
- G9a block: 4%[59 µM]
- Pin1 inh: 0%
- HP1b chromo inh: 24%
- BAZ2B inh: -3%
- JMJD2A Tudor inh: 0%

smiles: O=C(CN(C(=O)CNS(=O)(=O)c1ccccc1)c1ccc(F)cc1)NCc1ccco1
- PI4K2A block: 2
- GLS inh: 1%
- PGK inhibitor: i
- ERG-DNA inh: -6%
- G9a block: 16%
- Pin1 inh: 0%
- HP1b chromo inh: -7%
- BAZ2B inh: -1%
- JMJD2A Tudor inh: -20%
